Compound activity (PubChem)
Tb MetRS inh: Trypanosoma brucei MetRS inhibition; purified T. brucei MetRS, ATP depletion, Kinase-Glo luminescence; inhibition, % at 11.9 µM; hit rate 0.4% among 360,000; AID 624268;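 active means inhibition above a per-plate cutoff of the control wells' mean inhibition plus 3 SD, cut at about 5.5% in these data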;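 further: 0% = DMSO wells median and 100% = median of wells with control inhibitor compound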
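technique = Kinase-Glo luminescence, ATP depletion format | system = purified MetRS (methionyl-tRNA synthetase) enzyme from Trypanosoma brucei | timing = 15 min preincubation, 2 h reaction, all 25 °C | evaluation = percent inhibition versus plate control medians | dosing = single dose, 11.9 µM final nominal, 0.9% final DMSO | also added = substrates ATP, L-methionine and bulk Escherichia coli tRNA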
Scp1 inh: inhibitors of human Scp-1 phosphatase. Q9GZU7. Recombinant Scp1, phosphopeptide, malachite green phosphate absorbance. inhibition, % at 20 µM. hit rate 0.88% among 340,000. AID 493091;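 active means inhibition above about 50% at 20 µM, limit read from the data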;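 further: plate controls were DMSO wells with enzyme for no effect and wells lacking enzyme for full effect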
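System: truncated SCP-1 phosphatase (76-261aa); medium: Tris acetate buffer pH 5.5 with MgCl2 and Tween-20; incubation: 45 min room-temperature reaction, 5 min colour, 30 min stabiliser; compound: single 20 µM dose, 1% DMSO; reagent: Phosphorylated 17-residue peptide substrate; read-out: % inhibition at 20 µM; technique: colorimetric free-phosphate detection, absorbance 630 nm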
bovine MsrA act: bovine methionine sulfoxide reductase A activation; activation, % at 10.6 µM; hit rate 0.3% among 360,000; purified bovine MsrA, absorbance read-out; in the data active means activation above about 7.5%;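 further: 0% = vehicle and 100% = reference activator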
SUMO1-SIM PPI: alters human SUMO1 binding to SIM partners. AID 602429. SUMO1 binding to a labelled peptide, TR-FRET, 1 h. inhibition, % at 20 µM. hit rate 0.33% among 360,000; in the data active means inhibition above about 37%
MsrA inhibitor: bovine MsrA inhibition. purified bovine MsrA, absorbance read-out. inhibition, % at 15.5 µM. hit rate 0.75% among 360,000. AID 651718; in the data active means inhibition above about 4.5%;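 further: 0% = vehicle wells with enzyme and 100% = reference inhibitor wells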
LMPTP inh: LMPTP (human) inhibition | P24666 | AID 651560 | hit rate 0.22% among 360,000 | inhibition, % at 20 µM | recombinant LMPTP-A, OMFP fluorogenic substrate, fluorescence intensity;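 active means compounds that cut the enzyme signal by at least half of the control window in the single-dose screen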;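 further: plate controls were DMSO wells with enzyme plus substrate for no effect and substrate without enzyme for full effect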
Target sequence (P24666 whole entry, looked up): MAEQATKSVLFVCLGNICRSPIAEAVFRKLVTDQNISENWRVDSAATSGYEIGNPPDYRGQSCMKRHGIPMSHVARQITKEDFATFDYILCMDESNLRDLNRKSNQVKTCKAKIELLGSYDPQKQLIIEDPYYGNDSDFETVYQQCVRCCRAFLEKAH
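Material: LMPTP-A; amount: 0.625 nM enzyme; doses: single 20 µM dose; times: reaction 50 min, room temperature, dark; technique: fluorescence intensity of OMFP turnover product; benchmarks: no-enzyme and uninhibited controls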
CendR NRP1 mod: modulators of CendR peptide binding to human neuropilin-1. O14786. FAM-RPARPAR peptide binding to NRP-1, fluorescence polarization. inhibition, % at 25 µM. hit rate 0.85% among 360,000. AID 602438;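 active means inhibition or corrected inhibition above about 18%, plus a signal ratio from 0.5 to 1.5, limit read from the data, passing the limit was not always enough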; further: strong numbers were not always called active
Target sequence (O14786 whole entry, looked up): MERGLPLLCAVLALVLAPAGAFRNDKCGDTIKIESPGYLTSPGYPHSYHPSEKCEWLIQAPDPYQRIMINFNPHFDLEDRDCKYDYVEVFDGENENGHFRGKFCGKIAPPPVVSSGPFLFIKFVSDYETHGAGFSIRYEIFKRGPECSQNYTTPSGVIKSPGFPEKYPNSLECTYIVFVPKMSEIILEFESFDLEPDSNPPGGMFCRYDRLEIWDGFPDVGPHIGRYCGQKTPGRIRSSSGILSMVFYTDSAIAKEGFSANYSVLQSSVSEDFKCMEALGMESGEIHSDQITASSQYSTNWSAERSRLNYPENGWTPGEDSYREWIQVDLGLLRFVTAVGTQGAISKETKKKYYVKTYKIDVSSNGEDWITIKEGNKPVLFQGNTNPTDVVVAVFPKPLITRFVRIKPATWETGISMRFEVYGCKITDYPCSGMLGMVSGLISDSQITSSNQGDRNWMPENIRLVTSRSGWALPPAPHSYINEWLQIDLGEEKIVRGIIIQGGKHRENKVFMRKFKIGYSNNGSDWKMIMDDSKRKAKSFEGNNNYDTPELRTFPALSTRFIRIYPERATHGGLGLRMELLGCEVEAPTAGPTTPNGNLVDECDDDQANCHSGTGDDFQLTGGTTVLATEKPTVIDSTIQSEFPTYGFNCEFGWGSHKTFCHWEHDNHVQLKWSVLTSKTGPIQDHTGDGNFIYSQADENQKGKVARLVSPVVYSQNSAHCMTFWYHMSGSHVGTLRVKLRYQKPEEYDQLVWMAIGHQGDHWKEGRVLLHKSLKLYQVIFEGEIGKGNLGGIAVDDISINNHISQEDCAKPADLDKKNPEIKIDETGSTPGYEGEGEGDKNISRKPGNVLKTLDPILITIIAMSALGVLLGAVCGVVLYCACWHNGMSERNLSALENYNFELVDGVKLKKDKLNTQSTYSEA
STEP inh: STEP (human) phosphatase inhibition; P54829; hit rate 0.25% among 360,000; recombinant STEP, OMFP fluorogenic substrate, fluorescence; inhibition, % at 20 µM;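 active means inhibition at 20 µM, scaled per plate between control wells, above about 37%, limit read from the data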;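 further: 0% = DMSO with enzyme and substrate and 100% = substrate only without enzyme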
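medium = Bis-Tris buffer pH 6.0, 2.5 mM DTT, 0.005% Tween 20 | test system = STEP (striatal-enriched tyrosine phosphatase) enzyme, cell-free | measure = normalized % inhibition | compound dosing = 20 µM, 1% DMSO | also added = 25 µM OMFP | schedule = reaction 20 min, ambient temperature | measured by = fluorescence read at 480 nm ex / 540 nm em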
eLon inh: E. coli protease La inhibition | purified E. coli Lon protease, fluorescence polarization | inhibition, % at 7.94 µM | P0A9M0 | hit rate 0.42% among 360,000 | AID 602123; in the data active means inhibition above about 13%, passing the limit was not always enough;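 further: 0% = enzyme with probe and DMSO and 100% = no enzyme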
DNMT1 inh: inhibitors of human DNMT1; inhibition (reported as % activation of signal), % at 10 µM; P26358; hit rate 0.83% among 360,000; DNMT1 molecular beacon, Hinp1I cleavage, fluorescence; AID 588458; in the data active means inhibition above about 50%
* = called active by the depositor; · = no result given; & = joins results of further samples.

SMILES	Tb MetRS inh	Scp1 inh	bovine MsrA act	SUMO1-SIM PPI	MsrA inhibitor	LMPTP inh	CendR NRP1 mod	STEP inh	eLon inh	DNMT1 inh
Cc1ccc(-n2c(O)c(C=NC3CCS(=O)(=O)C3)c3ccccc3c2=O)c(C)c1 (centres undefined)	-0.2	-4	-3	-3	2.0	-0.2	0	1	3	-4
COc1ccc(C(=O)OCC(=O)Nc2cccc(C(C)=O)c2)cc1OC	-0.3	-1	-3	3	-1.1	-1.0	2	-2	-6	71*
COc1ccc(Nc2nc(-c3ccccc3)cs2)cc1	-0.4	0	0	0	-1.0	1.2	-2	-4	1	-18
CCC(c1nnnn1-c1ccc2c(c1)OCCO2)N1CCN(c2ncccc2C(F)(F)F)CC1 (centres undefined)	-0.4&-0.6	·	-2&-2	3&2	-0.8&-0.3	1.1&3.6	1&0	·	2&-3	·
COc1ccc(C(=O)O)cc1NC(=S)NC(=O)/C=C/c1ccc(C(C)C)cc1	-0.7	-12	-4	-14	1.5	1.6	-7	0	2	0
O=C(CN1C(=O)S/C(=C/c2ccncc2)C1=O)N1CCOCC1	-0.1	-4	-5	-25	2.6	-1.3	16	-2	5	-1
CCOc1ccc(NC(=O)CN(c2ccc(OC)cc2)S(=O)(=O)c2cccs2)cc1	-0.2	-1	-7	2	-0.5	-0.6	5	1	5	-5
CCCCC(=O)Nc1ccc(NC(=O)C(C)C)cn1	0.1	0	-2	0	-1.5	0.8	11	-2	7	-3
Cc1ccc(Cn2c(C(CO)Nc3nc(-c4ccc(F)cc4)cs3)nc3ccccc32)cc1 (centres undefined)	0.4	-3	0	-1	-0.2	5.8	-7	-2	-6	-32
CC(=O)[C@H]1CC[C@H]2[C@@H]3CCC4=CC(=O)CC[C@]4(C)[C@H]3[C@H](O)C[C@]12C	-1.5	-4	-7	0	1.7	-1.7	9	-1	-9	0

Some of the entries so far, with two lines to a compound.
Results follow in this order: Tb MetRS inh | Scp1 inh | bovine MsrA act | SUMO1-SIM PPI | MsrA inhibitor | LMPTP inh | CendR NRP1 mod | STEP inh | eLon inh | DNMT1 inh
Cc1ccc(Cn2c(C(CO)Nc3nc(-c4ccc(F)cc4)cs3)nc3ccccc32)cc1 (centres undefined)
 : 0.4 | -3 | 0 | -1 | -0.2 | 5.8 | -7 | -2 | -6 | -32
COc1ccc(C(=O)OCC(=O)Nc2cccc(C(C)=O)c2)cc1OC
 : -0.3 | -1 | -3 | 3 | -1.1 | -1.0 | 2 | -2 | -6 | 71*
CCCCC(=O)Nc1ccc(NC(=O)C(C)C)cn1
 : 0.1 | 0 | -2 | 0 | -1.5 | 0.8 | 11 | -2 | 7 | -3
O=C(CN1C(=O)S/C(=C/c2ccncc2)C1=O)N1CCOCC1
 : -0.1 | -4 | -5 | -25 | 2.6 | -1.3 | 16 | -2 | 5 | -1

The list continues.
SMILES	Tb MetRS inh	Scp1 inh	bovine MsrA act	SUMO1-SIM PPI	MsrA inhibitor	LMPTP inh	CendR NRP1 mod	STEP inh	eLon inh	DNMT1 inh
CN(C)c1ccc(C(=O)NCC2CCCO2)cc1 (centres undefined)	-0.5	2	0	-3	0.7	0.4	-5	-1	6	-2
COc1ccc(CC(=O)OCC(=O)Nc2ncc(Cl)cc2Cl)cc1	-0.7	2	-2	7	0.9	0.7	-5	-1	-13	0
Cc1ccc(CN(C)CC(=O)Nc2ccccc2C(=O)NC2CC2)o1	-0.5	-6	-3	2	-0.2	-1.1	2	-4	14	0
Cc1ccc(NCC(=O)Nc2c(C)n(C)n(-c3ccccc3)c2=O)cc1S(=O)(=O)N(C)C	-0.3	0	-6	2	-0.4	-1.7	11	5	-8	-1
Cn1cc(S(=O)(=O)c2ccccc2)c(=O)c2cc(F)c(N3CCOCC3)cc21	-0.5	-5	-7	6	0.9	-1.2	-9	-3	-9	1
Cc1cc(C)n2nc(C(=O)N/N=C/c3c4ccccc4cc4ccccc34)nc2n1	0.5	-13	-2	15	0.0	9.4	-15	4	1	92*
CCCCCCNC(=O)OC12CN(C(=O)OC(C)C)N(C(=O)OC(C)C)CC1(O)CN(S(=O)(=O)c1ccc(C)cc1)C2 (centres undefined)	0.7	·	-7	0	-0.3	1.2	0	0	-3	-16
COc1ccc(O)c(C(=O)c2cc(C(=O)NCCc3ccccc3)c(=O)n(CCc3ccccc3)c2)c1	-0.3	-11	-5	-1	1.9	7.3	-3	3	-1	-9
COc1cc(OC)cc(C(=O)N2CCN(C(=O)Cc3ccccc3)CC2)c1	0.2	-2	-4	0	0.1	-0.2	0	3	-3	-1
O=c1[nH][nH]cc1C=Nc1ccc(Oc2ccccc2)cc1	-0.6	1	-5	-5	1.4	0.2	7	1	-3	0
Cc1ccc(C2Nc3cccc4cccc(c34)N2)s1	0.1	21	-5	-2	0.7	6.6	12	7	-1	-31
CCCc1ccc(OCC(O)CN2CCN(CCO)CC2)cc1 (centres undefined)	-0.9	-8	4	0	0.7	-4.2	5	-4	0	2
CNS(=O)(=O)c1ccc2c(c1)C(=O)c1cc(S(=O)(=O)NC)ccc1CC2	-0.4	-3	-6	-7	-0.7	-1.1	10	-3	5	0
COC(=O)CSc1nnc(CNc2ccc(OC)cc2)n1C	0.2	-5	0	-5	-0.1	-0.2	1	1	0	-12
C/C(=N\NC(=O)c1ccccc1)c1ccccc1Br	-0.4	3	-1	-1	-0.8	1.4	2	-3	0	5
COc1cc(NC(=O)C2CC(c3c(F)cccc3Cl)=NO2)cc(OC)c1OC (centres undefined)	-0.9	-12	-7	1	-0.3	-1.6	-3	3	-14	0
O=C(NCc1ccc(Cl)cc1)c1cc2ccccc2oc1=O	-2.5	-7	-4	-1	0.6	0.5	-8	4	4	1
CCN(CC)S(=O)(=O)c1ccc(S(=O)(=O)Nc2ccc(C(=O)N3CCCC3)cc2)cc1	-0.6	-3	-1	5	1.2	-0.5	2	1	-6	-1
O=C(COC(=O)/C=C/c1cccc(Cl)c1)Nc1c(F)cccc1F	-0.3	0	1	0	0.7	-0.2	-2	-3	-7	14
Cc1ccc(NC(=O)CN(C)C(=O)Cn2ncc(Cl)c(Cl)c2=O)cc1	0.2	20	-2	-6	0.3	1.6	7	-2	2	11
CC(NC(=O)COC(=O)C1CC1C)c1cccc(Cl)c1 (centres undefined)	-0.3	-2	-3	-2	1.0	-1.2	8	2	2	-1
Nc1nnc(-c2ccc(F)cc2)s1	-1.6	-2	-11	-2	-1.6	-1.7	4	-1	6	10
Cc1cc(CN2CCCC(N3CCc4ccccc4C3)C2)cc(C)c1O (centres undefined)	-0.5	-5	-2	-3	0.1	10	-3	4	-13	-3
Nc1nc(SCC(=O)NCC2CCCO2)[nH]c(=O)c1NC(=O)c1ccc(F)c(F)c1 (centres undefined)	-0.6	0	-2	-3	-0.5	1.4	2	-2	-12	1
Cc1ccc(-n2nc(C(=O)N3CCN(C)CC3)c3c4ccccc4n(C)c3c2=O)cc1	-2.0	-4	-14	-3	0.4	0.0	-12	-2	-12	1
COc1ccc(OC)c(NC(=O)c2cc(-c3cc(Cl)ccc3O)n[nH]2)c1	-1.6	-4	-15	5	1.4	-0.5	4	-2	-2	-12
CCn1cnc2cc(NCc3ccc(OC)cc3)ccc21	-0.3	-10	4	-3	1.2	-0.1	-1	3	2	-3
CCCn1ncc(CN2CCC(n3nccc3NC(=O)c3ccccc3OC)CC2)c1C	-0.1	-5	0	3	-0.7	1.3	8	2	-8	3
O=c1[nH]ccc2c(O)cccc12	-0.6	-9	-2	3	0.3	-0.9	4	-2	-4	2
COc1cc2c(cc1OC)-c1cc(OCc3cccnc3)nc(=O)n1CC2	-2.2	6	-12	6	3.1	0.7	-5	0	-15	5
CC1=C(C#N)C(c2cccnc2)C2=C(CCCC2=O)N1 (centres undefined)	-1.5	-7	-10	-2	0.5	-2.1	-8	-1	-6	-2
O=C(CSc1ccc2nnc(-c3cccc(F)c3)n2n1)NCC1CCCO1 (centres undefined)	-0.3	-3	0	-3	0.7	-0.7	6	2	3	4
Cc1nc2ccc(NC(=O)Cc3ccc4c(c3)OCCO4)cc2s1	-1.1	1	-11	2	-1.2	-1.4	-11	-2	-2	0
COc1ccc(S(=O)(=O)NCC(c2cccnc2)N2CCN(Cc3ccccc3)CC2)cc1 (centres undefined)	-0.2	-12	-1	-1	-1.3	0.8	1	0	-4	0
CCOc1ccc(N2CC(C(=O)NCCc3ccc(S(N)(=O)=O)cc3)CC2=O)cc1 (centres undefined)	-0.5	-5	0	1	-0.8	-0.8	6	0	3	2
Cc1ccccc1C(N)c1ccncc1 (centres undefined)	-1.3	1	-7	-2	0.1	-1.3	-5	-3	0	-1
Cc1ccc(Cc2cncc(O)c2)cc1S(=O)(=O)O	-0.2	37	2	5	0.3	1.4	-1	1	-4	50*
O=C1c2ccccc2C(=O)N1Cc1ccccn1	-0.2	-11	1	0	0.1	0.2	-3	-5	2	3
COc1ccc(C(=O)N2CC(=O)N(CCc3ccccc3)C(=O)C2)cc1OC	-1.0	-2	-4	0	-1.2	-1.2	-5	2	2	1
CC(=O)c1ccccc1C(=O)N1CCCC(CNC(=O)c2ccccc2Cl)C1 (centres undefined)	-0.2	-9	-2	1	-0.3	-0.7	-45	-1	0	-1

Next section (3 carried over from the part before).
SMILES	Tb MetRS inh	Scp1 inh	bovine MsrA act	SUMO1-SIM PPI	MsrA inhibitor	LMPTP inh	CendR NRP1 mod	STEP inh	eLon inh	DNMT1 inh
O=C1c2ccccc2C(=O)N1Cc1ccccn1	-0.2	-11	1	0	0.1	0.2	-3	-5	2	3
COc1ccc(C(=O)N2CC(=O)N(CCc3ccccc3)C(=O)C2)cc1OC	-1.0	-2	-4	0	-1.2	-1.2	-5	2	2	1
CC(=O)c1ccccc1C(=O)N1CCCC(CNC(=O)c2ccccc2Cl)C1 (centres undefined)	-0.2	-9	-2	1	-0.3	-0.7	-45	-1	0	-1
CS(=O)(=O)c1ccc(C(=O)OCc2nnc(-c3ccccc3)o2)cc1[N+](=O)[O-]	-1.1	2	-9	-23	-0.2	0.5	6	-2	4	5
COC(OC)C1Nc2ccccc2C(=O)N1c1ccc(F)cc1 (centres undefined)	0.0	-2	-5	1	0.2	-0.8	10	-2	-12	2
CSc1sc(C(=O)O)c(C)c1C(C)=O	-0.6	0	1	-5	0.6	-3.2	8	-2	5	0
COc1ccc(NS(=O)(=O)c2cccc(C(=O)Nc3ccccc3C(=O)O)c2)cc1	2.5	-15	-4	13	-0.6	-0.7	-14	-1	-10	1
CC(=O)Nc1cccc(NC(=O)Cc2ccc3ccccc3c2)c1	0.3	-10	-2	2	-1.0	0.2	-11	1	3	-2
CCOc1ccccc1/C=N/n1c(C2CCCCC2)n[nH]c1=S	0.4	-1	-3	3	1.1	2.1	4	1	-24	2
CCCN(CCC)CCCNC(=O)c1cn(CC)c2ccc(S(=O)(=O)N3CCc4ccccc4C3)cc2c1=O	0.3	-1	0	3	0.8	2.7	-2	3	3	0
